GLA spleen mod: inhibitors or activators of human alpha-galactosidase in spleen homogenate; human spleen homogenate, 4MU-alpha-Gal fluorescence, 40 min; Potency, µM (highest dose often 80 µM), for the others: at the highest dose activity change, negative = inhibition, usual class: inhibitors; 0.008% of 240,000 active; AID 2107;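 further: potency means the concentration at half of the fitted maximal effect; 0% = enzyme with vehicle and -100% = no enzyme basal signal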
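Human spleen homogenate (1 ug) as enzyme source, 4-methylumbelliferyl-alpha-D-galactopyranoside 1 mM final, citrate/phosphate pH 5.0 with 0.01% Tween-20. Compounds 40 min at 37C, NaOH/glycine stop; fluorescence Ex 365/Em 440, Hill-fit AC50.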
Tau FP inhib: blocks human tau fibril formation measured by polarization; P10636; K18 P301L tau heparin fibrillization, Alexa594 FP, 6 h; Potency, µM (highest dose often 57.7 µM), for the others: at the top dose activity, negative = inhibition, actives largely listed as inhibitors; 0.39% of 280,000 active; AID 1468; further: potency means the concentration at half of the fitted maximal effect; on the % scale 0 is the no-effect control and ±100 the full control effect; nearly all actives have a fitted effect of over 55% in size
Target sequence (P10636 561-689 P618L limits assumed): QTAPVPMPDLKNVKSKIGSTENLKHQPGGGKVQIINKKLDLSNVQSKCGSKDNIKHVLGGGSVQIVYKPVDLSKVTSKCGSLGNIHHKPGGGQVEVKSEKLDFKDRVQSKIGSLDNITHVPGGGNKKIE
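K18 P301L tau (15 uM unlabeled/0.24 uM Alexa 594-labeled, final) + compound + heparin 20 uM final; 100 mM NaOAc pH 7; 6 hr 37 C; ThT 30 uM final added, 1 hr RT; FP ex 555/em 632 nm.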
Tau fluor cs: counter-screen for tau fibril formation inhibitors; Potency, µM (highest dose often 57.7 µM), inactives show top-dose activity change, negative = decrease; 0.93% of 280,000 active; tau K18 P301L (four-repeat tau fragment) Alexa594 fluorescence, heparin fibrillization; further: potency means the concentration at half of the fitted maximal effect; on the % scale 0 is the no-effect control and ±100 the full control effect; nearly all actives have a fitted effect of over 55% in size
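Human K18 P301L tau (15 uM unlabeled plus 0.24 uM Alexa 594-labeled, final) in 100 mM sodium acetate pH 7 was mixed with compound and 20 uM heparin and incubated 6 hr at 37 C.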
TRb SRC2 PPI: disrupts binding of human TR beta to SRC2; P10828; TRbeta-SRC2 peptide binding, fluorescence polarization; receptor liganded with 1 µM T3; Potency, µM (highest dose often 106 µM), inactives show top-dose activity change, negative = inhibition, hits mostly inhibitors; 0.065% of 280,000 active; AID 1469;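 further: potency means the concentration at half of the fitted maximal effect; plate controls were bound peptide for no effect and peptide without receptor for full effect; nearly all actives have a fitted effect of over 50% in size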
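Binding of a 20-amino-acid Texas Red SRC2 peptide (20 nM) to TRb ligand-binding domain (0.6 uM) with agonist T3 at 1 uM was followed by fluorescence polarization after a 5 hr room-temperature incubation.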
Epigenetic reg: regulators of epigenetic silencing causing reporter derepression in mouse cells; 0.2% of 280,000 active; murine LDR cells, GFP reporter derepression, 30 h; Potency, µM (top dose mostly 53.9 µM), inactives show at the top dose GFP activation, usual class: activators; further: potency means the concentration at half of the fitted maximal effect; % of control where 0% means no effect; nearly all actives have a fitted effect of over 60% in size
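Readout is the number of GFP-expressing murine LDR cells, counted by cytometry following washing. Cells were treated with compound for 30 h at 37 C; the stably integrated CMV-GFP locus is normally silent.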
CBFb-RUNX1 inh: blocks binding between human CBF-beta and RUNX1. Q01196+Q13951. AlphaScreen CBFb-His/RUNX1-biotin binding, biochemical. Potency, µM (titrated, usually from 59.8 µM), inactives show at the highest dose activity, negative = inhibition, usual class: inhibitors. 230,000 tested, under 10 active. AID 1477; further: % of control where 0% means no effect
Target sequence (Q01196 whole entry, looked up): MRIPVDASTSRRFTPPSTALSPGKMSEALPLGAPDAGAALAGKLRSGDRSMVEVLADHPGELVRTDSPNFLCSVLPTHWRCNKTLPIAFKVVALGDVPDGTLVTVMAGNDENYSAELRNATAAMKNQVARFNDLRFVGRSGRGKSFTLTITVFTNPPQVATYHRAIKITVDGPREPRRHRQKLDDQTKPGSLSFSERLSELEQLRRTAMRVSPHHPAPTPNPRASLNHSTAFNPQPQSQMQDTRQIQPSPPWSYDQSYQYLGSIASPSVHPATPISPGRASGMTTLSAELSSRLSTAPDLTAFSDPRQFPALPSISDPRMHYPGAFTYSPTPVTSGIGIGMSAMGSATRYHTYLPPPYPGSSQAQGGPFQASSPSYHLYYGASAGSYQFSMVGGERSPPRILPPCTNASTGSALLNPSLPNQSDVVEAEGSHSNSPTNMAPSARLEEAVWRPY
Target sequence (Q13951 whole entry, looked up): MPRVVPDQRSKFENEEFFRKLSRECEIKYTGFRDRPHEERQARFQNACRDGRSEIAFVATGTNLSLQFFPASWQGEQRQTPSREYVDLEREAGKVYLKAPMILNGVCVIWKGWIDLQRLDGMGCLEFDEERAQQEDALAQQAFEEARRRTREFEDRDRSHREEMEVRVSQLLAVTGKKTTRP
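CBFb-His/RUNX1-biotin, 30 nM each, preincubated 20 min RT; compound 15 min RT; Ni + streptavidin beads 50 ng each, 90 min RT; AlphaScreen read.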
TR SRC2 fluor cs: counter-screen for TRb-SRC2 inhibitors: fluorescence interference; TRb/SRC2 Texas Red total fluorescence interference; Potency, µM (series often up to 106 µM), inactives show top-dose fluorescence change, negative = quenching; 0.29% of 280,000 active; AID 1479; active means well fitted curve in either direction with a large enough effect; inconclusive means small, poorly fitted or top-dose-only effect; further: potency means the concentration at half of the fitted maximal effect; on the % scale 0 is the no-effect control and ±100 the full control effect
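Human TRβ ligand-binding domain (0.6 uM) and Texas Red SRC2 peptide (20 nM) in Tris buffer with 1 uM T3 and 5% DMSO were incubated with pinned compound for 5 hr at ambient temperature. Total fluorescence was computed as S + 2P (555/632 nm).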
NPSR antagonist: neuropeptide S receptor (human) antagonism, cAMP. Q6W5P4. CHO-NPSR cells, cAMP TR-FRET, antagonist mode. Potency, µM (highest dose often 38.3 µM), inactives show top-dose activity change, negative = inhibition, hits mostly inhibitors. 1% of 220,000 active. AID 1461; further: potency means the concentration at half of the fitted maximal effect; on the % scale 0 is the no-effect control and ±100 the full control effect; nearly all actives have a fitted effect of over 50% in size; many of its hits are not listed in these tables
Active calls of the source: *; [ ] = remark or other dose. Unless noted, the call rests on the fitted dose curve; in most records, active means well fitted curve in the direction sought with a large enough effect; inconclusive means small, poorly fitted or top-dose-only effect, or another doubt; inactive means no such curve, though single readings can be large; an effect the other way counts as inactive or inconclusive.

What do the screens show for `O=C(CN1C(=O)CCSc2ccccc21)Nc1ccccc1`?
GLA spleen mod: -7%; Tau FP inhib: -2%; Tau fluor cs: -4%; TRb SRC2 PPI: -2%; Epigenetic reg: -6.8%; CBFb-RUNX1 inh: 1%; TR SRC2 fluor cs: 0%; NPSR antagonist: -17%[46.1 µM]

How did CC(=O)c1cccc(NC(=O)CC2SC(N3CCCCC3)=NC2=O)c1 (stereo not given) do in these assays?
GLA spleen mod: -14%; Tau FP inhib: 1%; Tau fluor cs: 1%; TRb SRC2 PPI: -4%; Epigenetic reg: -0.2%; CBFb-RUNX1 inh: 6%; TR SRC2 fluor cs: 1%; NPSR antagonist: -2%[46.1 µM]

What do the screens show for `O=S(=O)(c1ccc2c(c1)nc1n2CCC1)N1CCOCC1`?
GLA spleen mod: 1%; Tau FP inhib: 0%; Tau fluor cs: -6%; TRb SRC2 PPI: -17%; Epigenetic reg: -1.2%; CBFb-RUNX1 inh: -9%; TR SRC2 fluor cs: -1%; NPSR antagonist: -1%[46.1 µM]

What do the screens show for `COc1cccc(C(c2sc3nc(C)nn3c2O)N2CCC3(CC2)OCCO3)c1` (stereo not given)?
GLA spleen mod: 0%; Tau FP inhib: -8%; Tau fluor cs: 4%; TRb SRC2 PPI: 7%; Epigenetic reg: 2.3%; CBFb-RUNX1 inh: -1%; TR SRC2 fluor cs: -6%; NPSR antagonist: 10%

What do the screens show for `Cc1sc2ncnc(N[C@@H](Cc3c[nH]c4ccccc34)C(=O)O)c2c1C`?
GLA spleen mod: -3%; Tau FP inhib: -6%; Tau fluor cs: -4%; TRb SRC2 PPI: -1%; Epigenetic reg: 1.3%; CBFb-RUNX1 inh: -7%; TR SRC2 fluor cs: 5%; NPSR antagonist: 12%[46.1 µM]

What do the screens show for `Nc1nc(SCC(=O)N2CCOCC2)[nH]c(=O)c1-c1ccccc1`?
GLA spleen mod: -8%; Tau FP inhib: 3%; Tau fluor cs: 5%; TRb SRC2 PPI: -2%; Epigenetic reg: 1.1%; CBFb-RUNX1 inh: 4%; TR SRC2 fluor cs: -4%; NPSR antagonist: -2%

How did Cn1c(=O)c2c(ncn2Cc2ccccc2)n(C)c1=O do in these assays?
GLA spleen mod: -19%; Tau FP inhib: 11%; Tau fluor cs: -2%; TRb SRC2 PPI: -4%; Epigenetic reg: -2.3%; CBFb-RUNX1 inh: 6%; TR SRC2 fluor cs: -1%; NPSR antagonist: -1%[46.1 µM]

What do the screens show for `CCCS(=O)(=O)N1CCC(C(=O)NCCc2ccc(C)cc2)CC1`?
GLA spleen mod: 4%; Tau FP inhib: -6%; Tau fluor cs: -10%; TRb SRC2 PPI: -10%; Epigenetic reg: -0.9%; CBFb-RUNX1 inh: 7%; TR SRC2 fluor cs: 0%; NPSR antagonist: -6%[46.1 µM]

What do the screens show for `COc1ccc(NC(=O)Cn2cc(C(=O)c3ccccc3OC)c(=O)c3ccc(C)nc32)cc1OC`?
Tau FP inhib: 5%; Tau fluor cs: -10%; TRb SRC2 PPI: 3%; Epigenetic reg: -1.8%; TR SRC2 fluor cs: -2%

What do the screens show for `COc1ccc(NC(=O)Cn2c(=O)n(CC(=O)NCc3ccco3)c(=O)c3ccccc32)cc1OC`?
GLA spleen mod: 8%; Tau FP inhib: -3%; Tau fluor cs: -11%; TRb SRC2 PPI: -3%; Epigenetic reg: -1.1%; CBFb-RUNX1 inh: -3%; TR SRC2 fluor cs: -2%; NPSR antagonist: 0%[46.1 µM]

What do the screens show for `COc1ccc(OCC(=O)Nc2nonc2NC(=O)COc2ccc(OC)cc2)cc1`?
GLA spleen mod: 0%; Tau FP inhib: -2%; Tau fluor cs: -9%; TRb SRC2 PPI: 1%; Epigenetic reg: 1.2%; CBFb-RUNX1 inh: 0%; TR SRC2 fluor cs: -4%; NPSR antagonist: -4%

How did Cc1ccccc1NC(=O)NCCCN1CCN(c2ccccc2)CC1 do in these assays?
GLA spleen mod: -9%; Tau FP inhib: 7%; Tau fluor cs: -10%; TRb SRC2 PPI: -18%; Epigenetic reg: 1.4%; CBFb-RUNX1 inh: -6%; TR SRC2 fluor cs: -4%; NPSR antagonist: -4%[46.1 µM]

Results for CCOC(=O)c1c(NC(=O)c2ccc(Br)cc2)sc2c1CCCC2 ?
Tau FP inhib: inconclusive; Tau fluor cs: -12%; TRb SRC2 PPI: -3%; Epigenetic reg: -1.1%; TR SRC2 fluor cs: -1%

How did CCN(CC)C(=O)Cn1cc(C(=O)C(=O)NCc2ccco2)c2ccccc21 do in these assays?
GLA spleen mod: -3%; Tau FP inhib: -3%; Tau fluor cs: -5%; TRb SRC2 PPI: 0%; Epigenetic reg: 13%; CBFb-RUNX1 inh: 7%; TR SRC2 fluor cs: 0%; NPSR antagonist: 1%

How did COC(=O)C(Cc1ccccc1)NC(=O)c1cccc(S(=O)(=O)N(C)C)c1 (stereo not given) do in these assays?
GLA spleen mod: 4%; Tau FP inhib: 1%; Tau fluor cs: 2%; TRb SRC2 PPI: -9%; Epigenetic reg: -1.4%; CBFb-RUNX1 inh: 10%; TR SRC2 fluor cs: -3%; NPSR antagonist: -1%

How did C=CCNC(=O)CC1Nc2c3ccccc3nc(=S)n2C1=O (stereo not given) do in these assays?
GLA spleen mod: -2%; Tau FP inhib: -6%; Tau fluor cs: -6%; TRb SRC2 PPI: -6%; Epigenetic reg: 0.9%; CBFb-RUNX1 inh: -1%; TR SRC2 fluor cs: 2%; NPSR antagonist: 6%

How did CC(=O)N1CCN(c2csc3ccc(F)cc3c2=O)CC1 do in these assays?
Tau FP inhib: 0%; Tau fluor cs: -4%; TRb SRC2 PPI: 16%; Epigenetic reg: 0.0%; TR SRC2 fluor cs: 6%

Results for CCOC(=O)C1(Cc2ccccc2C)CCCN(C(=O)c2ccnn2C)C1 (stereo not given) ?
GLA spleen mod: -8%; Tau FP inhib: -2%; Tau fluor cs: -5%; TRb SRC2 PPI: -9%; Epigenetic reg: -0.1%; CBFb-RUNX1 inh: 5%; TR SRC2 fluor cs: -5%; NPSR antagonist: -5%

How did O=C(CCCc1nc(-c2ccco2)no1)Nc1ccccc1[N+](=O)[O-] do in these assays?
Tau FP inhib: -1%; Tau fluor cs: -12%; TRb SRC2 PPI: -4%; Epigenetic reg: -1.6%; TR SRC2 fluor cs: 6%

How did Cc1occc1-c1nnc(SCC(=O)NCC2CCCO2)n1C (stereo not given) do in these assays?
GLA spleen mod: 1%; Tau FP inhib: -3%; Tau fluor cs: -4%; TRb SRC2 PPI: -6%; Epigenetic reg: 1.8%; CBFb-RUNX1 inh: 7%; TR SRC2 fluor cs: -2%; NPSR antagonist: -4%[46.1 µM]

Results for O=C(Nc1ccc2c(c1)OCO2)c1cc(-c2ccc(Cl)cc2)on1 ?
Tau FP inhib: 2%; Tau fluor cs: -6%; TRb SRC2 PPI: -10%; Epigenetic reg: 0.0%; TR SRC2 fluor cs: 5%

How did COC(=O)c1sc(=S)sc1C(=O)OC do in these assays?
GLA spleen mod: -1%; Tau FP inhib: inconclusive; Tau fluor cs: -19%; TRb SRC2 PPI: -1%; Epigenetic reg: -1.9%; CBFb-RUNX1 inh: 4%; TR SRC2 fluor cs: -4%; NPSR antagonist: -2%[46.1 µM]

Results for CCCC(C)c1nnc(NC(=O)CS(=O)(=O)Cc2ccccc2)s1 (stereo not given) ?
GLA spleen mod: 3%; Tau FP inhib: 2%; Tau fluor cs: -20%; TRb SRC2 PPI: 5%; Epigenetic reg: -0.9%; CBFb-RUNX1 inh: -1%; TR SRC2 fluor cs: -3%; NPSR antagonist: -4%[46.1 µM]

Results for O=C(Nc1ccccc1Cl)c1cc(S(=O)(=O)N2CCC3(CC2)OCCO3)ccc1F ?
Tau FP inhib: inconclusive; Tau fluor cs: -20%; TRb SRC2 PPI: 3%; Epigenetic reg: 2.4%; TR SRC2 fluor cs: 0%

What do the screens show for `CCOc1cc(CN2CCCC(C(=O)c3cccc(C(F)(F)F)c3)C2)ccc1O` (stereo not given)?
GLA spleen mod: 7%; Tau FP inhib: -3%; Tau fluor cs: -28%; TRb SRC2 PPI: -7%; Epigenetic reg: -4.5%; CBFb-RUNX1 inh: 8%; TR SRC2 fluor cs: -2%; NPSR antagonist: 46%

How did Cc1ccc(Cl)cc1NC(=S)N(CCN(C)C)Cc1cccs1 do in these assays?
GLA spleen mod: 3%; Tau FP inhib: 3%; Tau fluor cs: 5%; TRb SRC2 PPI: -1%; Epigenetic reg: -0.2%; CBFb-RUNX1 inh: 1%; TR SRC2 fluor cs: 0%; NPSR antagonist: -28%

How did C=CCn1c(SCC(=O)c2c(N)n(C)c(=O)n(C)c2=O)nnc1-c1ccncc1 do in these assays?
GLA spleen mod: 0%; Tau FP inhib: -2%; Tau fluor cs: -4%; TRb SRC2 PPI: 3%; Epigenetic reg: 1.3%; CBFb-RUNX1 inh: -2%; TR SRC2 fluor cs: 1%; NPSR antagonist: 19%

What do the screens show for `COCCn1c(-c2cccc(Br)c2)nc2c(c(=O)c3ccccc3n2C)c1=O`?
GLA spleen mod: -6%; Tau FP inhib: -5%; Tau fluor cs: -3%; TRb SRC2 PPI: 2%; Epigenetic reg: 1.4%; CBFb-RUNX1 inh: 1%; TR SRC2 fluor cs: 2%; NPSR antagonist: 19%[7.67 µM]

Results for CC1CCCC(NC(=S)NC(=O)c2cncc(Br)c2)C1C (stereo not given) ?
GLA spleen mod: 2%; Tau FP inhib: 6%; Tau fluor cs: -6%; TRb SRC2 PPI: 0%; Epigenetic reg: 0.0%; CBFb-RUNX1 inh: -7%; TR SRC2 fluor cs: 1%; NPSR antagonist: -33%

Looked up one by one from the entries so far:
What do the screens show for `COCCn1c(-c2cccc(Br)c2)nc2c(c(=O)c3ccccc3n2C)c1=O`?
GLA spleen mod: -6%; Tau FP inhib: -5%; Tau fluor cs: -3%; TRb SRC2 PPI: 2%; Epigenetic reg: 1.4%; CBFb-RUNX1 inh: 1%; TR SRC2 fluor cs: 2%; NPSR antagonist: 19%[7.67 µM]

Results for O=C(Nc1ccccc1Cl)c1cc(S(=O)(=O)N2CCC3(CC2)OCCO3)ccc1F ?
Tau FP inhib: inconclusive; Tau fluor cs: -20%; TRb SRC2 PPI: 3%; Epigenetic reg: 2.4%; TR SRC2 fluor cs: 0%

Source: PubChem BioAssay

An excerpt. The share of hits here may be higher or lower than overall.
